From PubChem
M. tuberculosis GlmU: inhibition of mycobacterial GlmU enzyme – biochemical, glucosamine-1-phosphate acetyltransferase (AID 1376) | M. tuberculosis GlmU acetyltransferase enzyme assay; higher % means a stronger effect | inhibition, %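 (tested at 30 µM in the primary screen)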, or IC50 in µM where a hit was titrated | 220,000 compounds, 0.25% hits; in the data active = inhibition above about 13%; inconclusive = no clear call, values can overlap the other calls;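 note: 0% = complete reaction with vehicle and 100% = reaction without substrate; strong numbers were not always called active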
Mtb RmlCD inh: M. tuberculosis RmlC/RmlD inhibition. inhibition, % at 3.6 µM. RmlC+RmlD coupled enzyme assay, percent inhibition; primary screen in compound mixtures. AID 1533. 160,000 compounds, 0.03% hits; in the data active = inhibition mostly above about 34%, no sharp cut-off; inconclusive = no clear call, values can overlap the other calls; inactive = mostly below about 22%; note: some results filed as inactive read as strong as hits
Target sequence (P9WH09 whole entry, looked up): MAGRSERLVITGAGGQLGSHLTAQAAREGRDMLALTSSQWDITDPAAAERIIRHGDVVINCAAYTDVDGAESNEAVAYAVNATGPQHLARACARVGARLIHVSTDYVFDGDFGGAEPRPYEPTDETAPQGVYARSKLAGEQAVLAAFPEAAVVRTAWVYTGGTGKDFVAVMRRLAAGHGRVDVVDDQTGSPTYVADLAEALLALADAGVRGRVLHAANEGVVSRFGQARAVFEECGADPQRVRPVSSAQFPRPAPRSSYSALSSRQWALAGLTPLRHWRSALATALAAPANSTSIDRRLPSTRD
Target sequence (P9WH11 whole entry, looked up): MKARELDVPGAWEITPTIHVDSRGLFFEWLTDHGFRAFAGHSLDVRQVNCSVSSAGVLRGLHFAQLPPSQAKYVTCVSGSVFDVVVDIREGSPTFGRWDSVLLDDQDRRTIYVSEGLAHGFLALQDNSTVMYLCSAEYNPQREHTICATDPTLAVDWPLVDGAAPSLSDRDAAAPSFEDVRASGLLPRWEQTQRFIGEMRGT
* hit, by the source's call; u = inconclusive; x = no result given. Only part of the results is shown (hit frequency here may not be typical).

nr	SMILES	M. tuberculosis GlmU	Mtb RmlCD inh
1	CN1CCC2(CC1)C1CN(C)CC=C1C(C#N)=C(N)C2(C#N)C#N (stereo not drawn)	-3.6%	1
2	O=C(NC1CCN(Cc2ccccc2)CC1)c1c(F)cccc1F	2.0%	-2
3	Fc1ccc(CNCc2ccc(Br)cc2)cc1	-1.5%	-47
4	CC/C(C)=N/NC(=S)NCc1ccco1	-3.3%	-2
5	C/C(O)=C(\C#N)c1nc2ccccc2[nH]1	2.0%	x
6	O=C(CSc1nnc2c3ccccc3c3ccccc3c2n1)Nc1ccccc1F	x	7
7	COC(=O)C1=C(C)N(Cc2ccco2)C(=O)N[C@H]1c1cccc(C(F)(F)F)c1	5.5%	x
8	COc1ccc(N(C)S(=O)(=O)c2cccc(C(=O)NCc3ccc4c(c3)OCO4)c2)cc1	-1.9%	x
9	N#CCc1c(C#N)c(N)nc(N2CCN(S(=O)(=O)c3ccccc3)CC2)c1C#N	8.8%	-6
10	CCOC(=O)CNC(=O)c1sc2nc(C)cc(C)c2c1N	-6.5%	-8
11	CCN(CC)C(=O)C1CCN(Cc2cccc(OCc3ccccc3)c2)CC1	3.2%	3
12	COc1ccccc1C/C(N)=N/OC(=O)COc1cc(C)cc(C)c1C	1.6%	-9
13	CCCN1C(=O)c2[nH]nc(-c3cc(Cl)c(C)cc3O)c2C1c1ccc(O)c(OC)c1 (stereo not drawn)	-1.6%	3
14	OCCNC(=S)Nc1cc(Cl)cc(Cl)c1	-1.8%	10
15	COc1ccccc1NC(=O)CNc1ccc(F)c(Cl)c1	-2.9%	71
16	CC(C)CCN1CCN(C2CSCCSC2)CC1CCO (stereo not drawn)	0.9%	-10
17	COCC1CCN(Cc2cn(-c3ccccc3F)nc2-c2cc(C)sc2C)CC1	-4.5%	13
18	O=C(CCCNS(=O)(=O)c1cccc2nsnc12)NCc1ccc(Cl)cc1	0.9%	x
19	COC(=O)c1ccc(/C=C/c2ccc3cccc(OC)c3n2)cc1	2.3%	5
20	Cc1cc(N)n(-c2cc(C)c3ccccc3n2)n1	2.4%	10
21	Cc1ccc(NC(=O)c2cc3c(s2)CCCC3)cc1	2.0%	26
22	O=C(Nc1ccc(Cl)cc1)Nc1cccnc1	3.1%	-5
23	CCn1c(SCC(=O)c2ccccc2)nnc1-c1cccnc1	-3.1%	-1
24	CC(C)c1ccc(N2C(=O)NC(=O)/C(=C\c3cnc(-c4ccccc4)nc3)C2=O)cc1	13%	16
25	Cc1ccc(NC(=O)C2CCN(S(=O)(=O)c3cccs3)CC2)cc1	-1.6%	-11
26	O=C(CCN1CCOCC1)c1ccc2c(c1)OCCO2	1.0%	x
27	O=c1[nH]c2cc3c(cc2cc1CN(Cc1cccnc1)C(=S)NCc1ccco1)OCO3	11%	-8
28	COc1ccc(S(=O)(=O)N2CCOC2CNC(=O)C(=O)NCCc2c[nH]c3ccccc23)cc1C (stereo not drawn)	-1.7%	x
29	COC(=O)C(/C=N/O)NC(=O)c1ccccc1 (stereo not drawn)	7.8%	7
30	CC(=O)C1=C(O)C(=O)N(c2ccc(S(N)(=O)=O)cc2)C1c1ccc([N+](=O)[O-])cc1 (stereo not drawn)	-2.0%	x
31	CN(CC(=O)O)S(=O)(=O)c1ccc2c(c1)n(C)c(=O)c(=O)n2C	4.8%	1
32	CC1(C)OC(=O)C(=CNc2ccccn2)C(=O)O1	-4.4%	16
33	Cn1c(O)c(C(C#N)=C2N=c3ccccc3=N2)c2ccccc21	-3.6%	11
34	COc1ccc(S(=O)(=O)CC2(O)CCN(C(=O)CC(C)C)CC2)cc1	4.1%	9
35	Cc1ccc(C2=NOC(C)(c3nnc(Cc4ccccc4)o3)C2)cc1 (stereo not drawn)	-7.7%	x
36	COC(=O)c1ccc(NC(=O)CNS(=O)(=O)c2cccs2)cc1	-0.4%	8
37	O=C(CCn1nc(-c2ccccc2)ccc1=O)N1CCCC1	x	8
38	CCOc1cc(Br)c(CC(=O)O)cc1OCC	-1.4%	x
39	COc1cc(/C=N/NC(=O)CCN2CCN(C(c3ccccc3)c3ccccc3)CC2)ccc1O	2.7%	1
40	Cc1cc2cc(CNC(=O)Cc3cccs3)ccc2n1C	-0.8%	x
41	COc1ccc(N2CCN(C(=O)c3cc(=O)[nH]c4ccccc34)CC2)cc1	-4.3%	x
42	O=C(NN1C(=O)C2C3CCC(O3)C2C1=O)c1ccc(Br)o1 (stereo not drawn)	5.5%	2
43	CCSc1nnc(-c2ccncc2)o1	-0.9%	x
44	CC1=NNC(=O)/C1=C\c1cn(-c2ccccc2)nc1-c1ccccc1	2.1%	-10
45	CCC1SC2=NC(C)=C(C(=O)OCC(C)C)C(/C=C/c3ccccc3OC)N2C1=O (stereo not drawn)	3.5%	6
46	CCOC(=O)CC1COCCN1C(=O)CCc1nnc(-c2ccsc2)o1 (stereo not drawn)	-0.8%	14
47	CCCc1cc2c(cc1NC(=O)c1ccccc1F)OCO2	-0.3%	x
48	O=C(NNC(=O)c1ccccc1-n1cccc1)c1ccc(F)cc1	-6.7%	0
49	Cc1ccc(NC(=O)CCSc2nnc(C)s2)cc1	1.1%	x
50	COc1ccc(-c2nc(CN3CCCC(C(=O)NC4CCCC4)C3)c(C)o2)cc1 (stereo not drawn)	-4.2%	x

Exported in transposed form: entries from further up
[33] Cn1c(O)c(C(C#N)=C2N=c3ccccc3=N2)c2ccccc21
[34] COc1ccc(S(=O)(=O)CC2(O)CCN(C(=O)CC(C)C)CC2)cc1
[35] Cc1ccc(C2=NOC(C)(c3nnc(Cc4ccccc4)o3)C2)cc1 (stereo not drawn)
[36] COC(=O)c1ccc(NC(=O)CNS(=O)(=O)c2cccs2)cc1
[37] O=C(CCn1nc(-c2ccccc2)ccc1=O)N1CCCC1

screen / no. | 33 | 34 | 35 | 36 | 37
M. tuberculosis GlmU | -3.6% | 4.1% | -7.7% | -0.4% | x
Mtb RmlCD inh | 11 | 9 | x | 8 | 8

(further entries)
nr	SMILES	M. tuberculosis GlmU	Mtb RmlCD inh
51	CCOC(=O)c1c(C)[nH]c(C(=O)CN2C(=O)NC(C)(CC(C)C)C2=O)c1C (stereo not drawn)	-2.2%	-6
52	COc1ccc(CCNc2ccc(C(CC(N)=O)NC(=O)c3ccccc3)cc2[N+](=O)[O-])cc1 (stereo not drawn)	4.0%	-15
53	CCN(CC)CCCNC(=O)c1cc2c(-c3ccc(Cl)cc3)nn(C)c2s1	-13%	1
54	COCCn1c(C)cc2c(c1=O)C(c1ccco1)C(C#N)=C(N)O2 (stereo not drawn)	4.5%	43
55	Cc1cccc(C(=O)Oc2ccc(/C=N/NC(=O)c3ccccc3O)cc2)c1	2.6%	x
56	C[C@@H](NC(=O)c1nc[nH]c1C(=O)N[C@@H](CCCCNC(=O)OC(C)(C)C)C(=O)OC(C)(C)C)c1ccccc1	-1.1%	x
57	ClCc1cc2ccccc2nc1Cl	-0.8%	7
58	c1ccc(COc2ccc(CNCc3cccs3)cc2)cc1	-0.1%	x
59	COC(=O)c1nnn(-c2nonc2N)c1CSCCO	5.1%	12
60	CN(C)C(=O)CSc1nnc(Cc2ccc3c(c2)OCO3)o1	-0.4%	4
61	CCOC(=O)C(C)/C(C)=N/NC(=O)CCC(=O)Nc1cc(C)ccc1C (stereo not drawn)	0.7%	-14
62	CN(C)c1ccc(NC(=O)CN2C(=O)CC(c3ccccc3)=Nc3ccccc32)cc1	-7.1%	7
63	CN(CCO)c1cnccn1	1.6%	-9
64	CCOc1ccc(C(=O)OCC(=O)NC(C)C)cc1	4.0%	3
65	Cc1nc(-c2ccccc2Cl)sc1C(=O)/C=C/N(C)C	0.0%	16
66	Clc1ccc(C2CC(c3ccccc3)Nc3ncnn32)cc1 (stereo not drawn)	-0.2%	-7
67	COc1cc(CNCc2ccccc2)cc(Cl)c1OC	-7.6%	-10
68	CCCC(=O)OCC[N+](C)(C)C	2.9%	x
69	NCCc1c(-c2ccccc2)n(-c2ccccc2)c2ccccc12	-12%	9
70	CSc1nc2nc(-c3cccc(C(F)(F)F)c3)ccn2n1	4.9%	-3
71	Cc1ccc(Cl)c(NC(=O)CCl)c1Cl	4.2%	-4
72	Cc1cc(/C=N/NC(N)=S)c(C)n1-c1ccc(Br)cc1	-6.0%	u
73	Brc1ccc(C2=CC(c3ccco3)n3nnnc3N2)cc1 (stereo not drawn)	-2.5%	-10
74	COc1cc(C(=O)Nc2ccc3c(c2)C(=O)c2ccccc2C3=O)cc(OC)c1OC	-0.2%	12
75	CCOC(=O)c1cc(C)[nH]c(=S)c1C#N	8.3%	-14
76	CC(C)CCCn1c(O)c(/C=C2/C=CC=N2)c(=O)[nH]c1=O	-0.8%	1
77	Cc1onc(-c2c(Cl)cccc2Cl)c1C(=O)N1CCSCC1	1.4%	0
78	NS(=O)(=O)c1ccc(NC(=O)COC(=O)c2cn(-c3ccccc3)nc2-c2ccccc2)cc1	1.8%	x
79	CCC(NC(=O)OC(C)(C)C)C(=O)Oc1cc(C)cc2oc(=O)c3c(c12)CCC3 (stereo not drawn)	-4.6%	-3
80	Cc1cc2ncn(/N=C/c3ccc4c(c3)OCO4)c2cc1C	-3.6%	-9
81	CC(=O)Oc1ccc(-c2cccc(C(=O)O)c2)cc1	-3.8%	-9
82	CCc1cccc(C)c1NC(=O)COC(=O)Cc1ccsc1	4.0%	-8
83	CCCCC(=O)Nc1cccc(-c2nnc(-c3ccccc3)o2)c1	-5.5%	38
84	CCC(Sc1ccc2nnc(-c3cccnc3)n2n1)C(=O)O (stereo not drawn)	-2.6%	22
85	CCOC(=O)C1CCCN(C(=S)Nc2ccc(C)cc2C)C1 (stereo not drawn)	-3.5%	-3
86	O=C(CSc1nnc(-c2ccncc2)n1C1CCCCC1)Nc1cccc(O)c1	4.2%	x
87	C[N+]1(C2CCC3CCCC2C3O)CCCC1 (stereo not drawn)	-2.6%	-8
88	CCOC(=O)CSc1nnc2c(n1)C1(C)CCC2C1(C)C (stereo not drawn)	6.2%	8
89	Cc1ccccc1-c1nc(CN2CCC(C(=O)N3CCC(C(N)=O)CC3)CC2)c(C)o1	-1.8%	4
90	CCN(CC)c1ccc(/C=N/NC(=S)NCc2ccccc2)c(O)c1	4.0%	5
91	O=CN1CCN(C(=O)COc2ccc(Cl)cc2Br)CC1	-1.4%	x
92	CN(C)C(CNc1ncnc2sccc12)c1ccccc1 (stereo not drawn)	-1.1%	-7
93	CC1COc2ccccc2N1C(=O)c1cccnc1Cl (stereo not drawn)	-3.4%	x
94	CC1=CC(C)(C)Nc2ccc(OC(=O)CN3C(=O)c4ccccc4C3=O)cc21	1.4%	-6
95	FC(F)(F)c1ccccc1NC(=S)NN=C1CCCCCC1	-1.0%	-6
96	ClCCN1C2=NCCCN2c2ccccc21	-3.5%	x
97	CCCCCCS(=O)[C@H]1CS(=O)(=O)C[C@@H]1S(=O)CCCCCC (stereo partly drawn)	-2.0%	21
98	COc1ccc(CC(=O)N2CCN(C)CC2)cc1OC	2.6%	x
99	CC(C)CNC(=O)c1ccccc1NC(=O)c1ccccc1N(C)S(=O)(=O)c1ccccc1	0.7%	-8
100	CC(C)(C)NC(=O)Cn1nnnc1-c1nonc1N	-0.1%	-9

Fetched by structure from the list above (6):
nr	SMILES	M. tuberculosis GlmU	Mtb RmlCD inh
88	CCOC(=O)CSc1nnc2c(n1)C1(C)CCC2C1(C)C (stereo not drawn)	6.2%	8
85	CCOC(=O)C1CCCN(C(=S)Nc2ccc(C)cc2C)C1 (stereo not drawn)	-3.5%	-3
90	CCN(CC)c1ccc(/C=N/NC(=S)NCc2ccccc2)c(O)c1	4.0%	5
100	CC(C)(C)NC(=O)Cn1nnnc1-c1nonc1N	-0.1%	-9
83	CCCCC(=O)Nc1cccc(-c2nnc(-c3ccccc3)o2)c1	-5.5%	38
82	CCc1cccc(C)c1NC(=O)COC(=O)Cc1ccsc1	4.0%	-8

Next section
nr	SMILES	M. tuberculosis GlmU	Mtb RmlCD inh
101	O=C1C2CCCN2C(=O)N1CCCCN1CCN(c2cccc(Cl)c2)CC1 (stereo not drawn)	-8.1%	-5
102	CC(Sc1ccc(Cl)cc1)C(=O)Nc1ccc(S(=O)(=O)N2CCOCC2)cc1 (stereo not drawn)	-2.8%	-3
103	COC(=O)c1sc(N2CCCCC2)c(C#N)c1N	2.8%	-14
104	N#Cc1sc2nc(C3CC3)cc(-c3ccccc3)c2c1N	2.3%	-7
105	COc1cc(/C=N/NS(=O)(=O)c2ccc(C)cc2)ccc1OCc1ccc(C(=O)O)cc1	-3.0%	10
106	O=C(CCNC(=O)c1ccc(Br)o1)NC1CCCC1	1.5%	-3
107	Cc1ccc(O)c(-c2cc(C(=O)Nc3ccc(S(=O)(=O)Nc4nc(C)cc(C)n4)cc3)[nH]n2)c1	4.8%	4
108	CCCn1cc(SCC(N)=O)c2ccccc21	8.7%	x
109	COc1c(O)ccc2cnn(-c3ccccc3C)c(=O)c12	-1.0%	x
110	CC(C)[C@H](NC(=O)c1ccc(F)cc1)C(=O)OCC(=O)NC(=O)c1cccn1C	-0.4%	6
111	CCOC(=O)c1cnc2ccc(OC)cc2c1NCc1ccccc1	1.9%	x
112	COC(=O)c1ccc(C23CC4(C2)[C@H](CN(Cc2ccc(-c5ccccc5)cc2)[C@@H]4c2ccccc2)C3c2ccc(Cl)nc2)cc1 (stereo partly drawn)	2.9%	x
113	O=C(CN1CCN(c2ccccn2)CC1)Nc1cccc(S(=O)(=O)N2CCCC2)c1	-4.2%	x
114	COC(=O)/C=C1\SC(=Nc2ccccc2)NC1=O	2.1%	-17
